# VCAM1 TNFa inh = reduces TNF alpha induced VCAM1 expression in HUVEC; HUVEC TNFa-induced VCAM-1 immunofluorescence, high-content imaging; inhibition, % at 2 µM; 95,000 tested, 0.48% active;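 active means inhibition above the batch mean plus 3 SD, with images confirmed as a hit by eye, cut at about 37% in these data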;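 further: 0% = TNF-stimulated DMSO wells and 100% = unstimulated control wells; not every result past the cut was called active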
# sEH activator = increases human soluble epoxide hydrolase activity; P34913; purified human sEH enzymatic activity, activator screen; activation, % at 2 µM; 91,000 tested, 0.04% active; AID 717; in the data active means activation above about 37%; further: values of inactives mirror those of a sister screen read the other way
# Target sequence (P34913 whole entry, looked up): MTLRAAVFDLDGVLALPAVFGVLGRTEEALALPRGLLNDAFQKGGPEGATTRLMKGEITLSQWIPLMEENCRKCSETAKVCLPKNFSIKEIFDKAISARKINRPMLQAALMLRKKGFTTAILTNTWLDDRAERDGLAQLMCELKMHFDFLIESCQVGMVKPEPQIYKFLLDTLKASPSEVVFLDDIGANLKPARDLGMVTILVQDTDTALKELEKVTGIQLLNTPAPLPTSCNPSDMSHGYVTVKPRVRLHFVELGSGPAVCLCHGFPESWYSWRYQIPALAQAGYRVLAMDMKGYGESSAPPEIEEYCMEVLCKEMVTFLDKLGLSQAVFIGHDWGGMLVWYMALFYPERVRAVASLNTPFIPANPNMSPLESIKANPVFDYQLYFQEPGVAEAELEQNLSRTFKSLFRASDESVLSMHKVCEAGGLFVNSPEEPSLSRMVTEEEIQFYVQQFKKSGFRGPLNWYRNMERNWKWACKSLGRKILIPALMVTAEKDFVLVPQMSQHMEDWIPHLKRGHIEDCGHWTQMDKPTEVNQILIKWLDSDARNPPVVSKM
# Calb biofilm kill = kills Candida albicans biofilms. C. albicans biofilm + clotrimazole, Alamar Blue. inhibition, % at 6 µM. 85,000 tested, 0.14% active. AID 834;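 active means inhibition above 20%; inactive means inhibition below 20%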;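 further: preformed 24 hr biofilms exposed to compound for 48 hr; 0% = biofilm without compound and 100% = blank killed by clotrimazole plus chlorhexidine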
# Smad3 FoxH1 inh = blocks human Smad3 binding to FoxH1 peptide; TR-FRET Smad3/Dy647-FoxH1 peptide binding, europium anti-His; inhibition, % at 25 µM; 88,000 tested, 0.29% active; AID 630;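 active means compounds that reduce the energy-transfer binding signal between the protein and its labelled peptide by more than half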;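 further: 0% = Smad3 plus labelled peptide maximal FRET and 100% = peptide-only background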
# sEH inhibitor = blocks human soluble epoxide hydrolase activity | P34913 | recombinant human sEH enzymatic activity assay | inhibition, % at 2 µM | 91,000 tested, 0.34% active; in the data active means inhibition above about 80%; further: values of inactives mirror those of a sister screen read the other way; many of its hits are not listed in these tables
# cytoskel mod = modifiers of cytoskeleton assembly; HUVEC TNFa F-actin phalloidin imaging, high content; 91,000 tested, 0.18% active; inhibition, % at 2 µM;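 active means inhibition above the batch mean plus 3 SD and confirmed as a hit by visual image inspection, cut at about 30% in these data, passing the limit was not always enough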; further: strong numbers were not always called active
# IL1B cytotox = toxic to HUVEC cells under IL-1B stimulation | HUVEC cell count loss, Hoechst imaging, IL-1B stimulated | cell count reduction, % at 2 µM | 94,000 tested, 0.41% active | AID 845;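 active means cell count reduction more than 3 SD above the screen-wide mean, cut at about 70% in these data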;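 further: normalized per plate to untreated control cells as the no-loss baseline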
# ERb coact inh = ER-beta (human) coactivator binding inhibition; Q92731; TR-FRET ER-beta LBD / SRC1-Cy5 peptide binding; receptor agonist-loaded with 1 µM estradiol; inhibition, % at 25.6 µM; 86,000 tested, 1.3% active; AID 633;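 active means compounds whose percent inhibition of the receptor-coactivator binding signal exceeds about 50% in the single-dose screen, limit read from the data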;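 further: 0% = receptor plus peptide wells without compound and 100% = peptide-only wells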
# Target sequence (Q92731 whole entry, looked up, the tested form may be a part): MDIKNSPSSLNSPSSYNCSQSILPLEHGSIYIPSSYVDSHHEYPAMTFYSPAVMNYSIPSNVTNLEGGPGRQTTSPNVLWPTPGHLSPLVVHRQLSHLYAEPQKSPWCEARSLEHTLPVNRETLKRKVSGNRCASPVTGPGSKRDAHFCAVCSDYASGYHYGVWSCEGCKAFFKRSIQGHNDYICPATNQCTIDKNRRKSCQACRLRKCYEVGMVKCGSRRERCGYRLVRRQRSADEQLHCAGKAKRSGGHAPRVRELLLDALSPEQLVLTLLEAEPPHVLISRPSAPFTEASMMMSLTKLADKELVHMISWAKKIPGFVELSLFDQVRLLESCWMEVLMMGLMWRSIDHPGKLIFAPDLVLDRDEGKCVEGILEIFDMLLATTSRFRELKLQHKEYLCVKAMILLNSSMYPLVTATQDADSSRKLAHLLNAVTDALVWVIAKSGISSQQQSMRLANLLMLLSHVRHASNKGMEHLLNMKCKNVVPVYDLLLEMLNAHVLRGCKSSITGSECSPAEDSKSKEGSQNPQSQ
# HUVEC tox TNFa = HUVEC cytotoxicity counter-screen, TNF alpha stimulated | HUVEC TNFalpha-stimulated, Hoechst cell count, imaging | cell count reduction, % at 2 µM | 93,000 tested, 0.17% active | AID 848;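 active means cell count reduction exceeding the screen mean by over 5 SD, scaled to untreated wells per plate, cut at about 78% in these data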;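 further: cells counted after 24 h of TNF alpha exposure following the 1 h pretreatment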
# * hit, by the source's call; / = no result given; [ ] = another dose, or the depositor's remark. Some of the compounds tested; the hit share may differ from the screen's.
SMILES,VCAM1 TNFa inh,sEH activator,Calb biofilm kill,Smad3 FoxH1 inh,sEH inhibitor,cytoskel mod,IL1B cytotox,ERb coact inh,HUVEC tox TNFa
O=C(NC1CCN(Cc2ccccc2)CC1)C1CCCN(S(=O)(=O)c2cccc3nonc23)C1 (stereo unspecified),7,-16,2,1,17,-2,-21,-7,-16
COc1cc(C2NC(=O)NC(C)=C2C(=O)OC(C)C)ccc1OC(=O)c1ccco1 (stereo unspecified),-12,1,4,4,-1,6,-15,-2,-19
Cc1ccsc1C1Nc2ccc3ncccc3c2C2=C1C(=O)CC(C)(C)C2 (stereo unspecified),2,-7,/,/,9,-2,-1,/,-22
CC(=O)Nc1ncc2c(n1)CC(c1ccco1)CC2=O (stereo unspecified),15,6,-3,-3,-4,4,32,4,58
CCCCOc1ccccc1C1CC(=O)NC2=C1C(=O)CCC2 (stereo unspecified),10,-21,9,-3,21,0,8,-3[fluorescence artefact?],-15
CCOc1ccc(N=C2SC(C(=O)O)CC(=O)N2C)cc1 (stereo unspecified),-8,-2,9,1,2,30,-10,1[fluorescence artefact?],-11
CCC(C)(C)n1nnnc1C(c1ccccn1)N1CCN(c2cccc(OC)c2)CC1 (stereo unspecified),19,1,-2,-5,4,-12,26,-8,-13
O=S(=O)(NCc1ccc(F)cc1)c1ccc2c(c1)OCCO2,6,6,-1,-14,-6,-19,-6,0[fluorescence artefact?],0
COC(=O)c1ccccc1NC(=O)C1CCN(S(=O)(=O)c2cc(OC)ccc2OC)CC1,29,9,0,10,-5,-2,-18,-20,17
CC(=O)Nc1cccc(NC(=O)c2cc(C)on2)c1,6,-3,7,5,2,-3,12,-5,-10
CC(C)(CS(=O)(=O)[O-])NC(=O)CC[N+](C)(C)CCO,6,22,4,21,-18,16,-21,1[fluorescence artefact?],-6
CC(C)N(CCCNC(=O)CC1Oc2ccccc2NC1=O)Cc1ccccc1 (stereo unspecified),-1,/,7,-6,/,-6,-14,-6,-30
Cn1c(=O)c2ncn(CC(=O)NCCC3=CCCCC3)c2n(C)c1=O,6,0,5,5,1,-6,13,-7,-8
COC(=O)c1ccc(C2C(Oc3ccccc3)C(=O)N2CCc2ccc(F)cc2)cc1 (stereo unspecified),4,21,/,/,-17,-6,2,/,4
FC(F)(F)c1cccc(Cn2nnnc2-c2cccc(C(F)(F)F)c2)c1,5,-2,/,/,4,17,7,/,-11
CC1(C)CC(=O)C2=C(C1)NC(Nc1nc3ccccc3o1)=NC21CCCCC1,-8,-2,6,8,6,7,-18,6,-22
COc1cccc2sc(Nc3nc(C)c(C(C)=O)s3)nc12,11,20,1,-1,-23,-8,-15,1[fluorescence artefact?],-24
CCOC(=O)CSCC(NC(=O)OC(C)(C)C)C(=O)OCC (stereo unspecified),-16,5,/,/,-4,2,-18,/,-13
CCOc1cccc(-c2nnc3sc(COc4ccc(OC)cc4)nn23)c1,20,4,-2,-1,-8,7,4,23,-3
CCOC(=O)C1=C(C)NC(SCC(=O)Nc2nc(C)cs2)=C(C#N)C1c1cccs1 (stereo unspecified),8,2,8,-3,1,-5,-57,-2[fluorescence artefact?],-5
COC(=O)c1c(NS(=O)(=O)c2cccs2)sc2c1CCCC2,9,-2,-5,2,0,-2,-6,0,-16
CC(C)(C)c1nc(CN2CCOCC2)cc(CN2CCOCC2)c1O,19,-17,2,3,19,13,13,-3,-28
CCOC(=O)c1nn(-c2sc(C(=O)OC)c(C)c2C(=O)OC)cc1O,14,0,5,0,0,2,-3,4,-4
CCOc1ccc(NS(=O)(=O)c2ccc(NC(=O)C3CCCO3)cc2)cc1 (stereo unspecified),-2,-11,4,10,14,-13,-6,10,-14
O=C(CCCCn1c(=O)c2ccccc2n(Cc2ccc(F)cc2)c1=O)NCc1ccco1,-4,/,8,-2,/,-11,5,7,9

# (listing goes on)
SMILES,VCAM1 TNFa inh,sEH activator,Calb biofilm kill,Smad3 FoxH1 inh,sEH inhibitor,cytoskel mod,IL1B cytotox,ERb coact inh,HUVEC tox TNFa
CC1=C(C(=O)OCC(C)C)C(c2ccccc2Cl)NC(=O)N1C (stereo unspecified),-1,/,/,/,/,8,5,/,-44
Cc1ccc(-c2nnc(SCC(=O)N3CCCC3)o2)cc1C,-9,-5,6,-2,8,-24,2,-8,14
COc1ccc([C@@H]2Sc3cc(OC)ccc3N(CCN(C(C)C)C(C)C)C(=O)[C@H]2OC(C)=O)cc1,11,-4,4,-2,7,-5,9,-13,-5
CS(=O)(=O)C1=C(O)C(=O)N(CCCC(=O)O)C1c1ccccc1F (stereo unspecified),0,-5,2,-2,5,7,-14,-9,-22
Clc1ccc(CN2C3=NCCN3c3ccccc32)cc1,-2,-3,2,3,3,-36,-14,-17[fluorescence artefact?],-20
CCCOP(=O)(c1ccc(N(C)C)cc1)C(O)c1ccncc1 (stereo unspecified),3,3,6,9[fluorescence artefact?],-4,-1,-11,-4[fluorescence artefact?],-10
CCN1/C(=C/C(=O)c2ccco2)Sc2ccccc21,14,11,11,16[fluorescence artefact?],-11,-17,-5,8,-14
CCN(CC)CCN1C(=O)C(=O)/C(=C(/O)c2ccc(OC)c(OC)c2)C1c1ccccn1 (stereo unspecified),-3,-7,8,7,9,5,28,1,-40
Cn1cccc1Cc1nnc(SCC(=O)NC2CCCC2)n1-c1ccc(F)cc1,8,4,4,4,0,19,-6,-15,-31
O=C(CN1C(=O)COc2ccccc21)N(Cc1cccnc1)Cc1ccccc1F,-3,-8,-3,5,7,7,-20,-4[fluorescence artefact?],-4
O=C(c1sccc1-n1cccc1)N1CCCC1,3,-1,10,-4,2,/,3,-1,-42
COc1ccc(-n2c(C)cc(=O)c3c2CC(C)(C)CC3=O)cc1,1,0,10,6,-1,25,11,-9[fluorescence artefact?],-13
CCOC(=O)C/C(C)=N/NC(=O)c1cccs1,0,-5,/,/,5,10,/,/,-21
COc1ccc(-c2nsc3c(N4CCN(C(=O)c5ccco5)CC4)ncnc23)cc1,-31,15,4,9,-13,15,-6,2,-34
O=C(NCc1cccs1)C1CCCN1S(=O)(=O)c1ccccc1F (stereo unspecified),4,-8,2,2,8,-5,-3,-11,-17
COc1ccc(Cn2ccc(=O)c(Cc3c(Cl)cccc3Cl)c2C)cc1,-6,-75,/,/,75,13,-3,/,-3
CCN(C(=O)c1ccc2c(OC)n(CC)nc2c1)c1ccc(OC)cc1,6,-11,/,/,14,-12,0,/,15
CC(NC(=O)CC(O)(C(F)(F)F)C(F)(F)F)c1ccccc1 (stereo unspecified),6,1,-2,17,3,15,4,-7,-3
Cc1sc2ncnc(NCCc3ccc(S(N)(=O)=O)cc3)c2c1C,-10,-15,/,/,16,19,-2,/,-27
CC(C)OC(=O)c1ccc(NC(=O)c2ccco2)cc1,-6,-3,2,3,1,-21,-37,-13,9
CS(=O)(=O)N(CC(=O)N1CCN(c2ccccc2)CC1)c1cccc(Br)c1,5,/,9,4,/,-12,-26,-2[fluorescence artefact?],17
CC(=O)Nc1ccc(NCC(O)COc2ccccc2)cc1 (stereo unspecified),20,-2,10,-1,4,20,29,17[fluorescence artefact?],-59
Cc1ccc(C2C=C(c3ccc4c(c3)OCO4)Nc3ncnn32)cc1 (stereo unspecified),/,1,0,-3,-1,/,/,-4,/
COC(=O)CN1C(=O)C(O)(CC(=O)c2ccc(C)o2)c2ccccc21 (stereo unspecified),11,2,5,-7,1,-3,-30,16,-7
CC(=O)NC12CC3CC(C1)CC(C(=O)OCC(=O)c1ccc4c(c1)OCCO4)(C3)C2,2,1,7,-8,0,-2,-22,-2,-6

# Entries shown so far that have an aryl thioether with sulfur outside any ring, in the order listed:
SMILES,VCAM1 TNFa inh,sEH activator,Calb biofilm kill,Smad3 FoxH1 inh,sEH inhibitor,cytoskel mod,IL1B cytotox,ERb coact inh,HUVEC tox TNFa
Cc1ccc(-c2nnc(SCC(=O)N3CCCC3)o2)cc1C,-9,-5,6,-2,8,-24,2,-8,14
Cn1cccc1Cc1nnc(SCC(=O)NC2CCCC2)n1-c1ccc(F)cc1,8,4,4,4,0,19,-6,-15,-31

# The listing continues.
SMILES,VCAM1 TNFa inh,sEH activator,Calb biofilm kill,Smad3 FoxH1 inh,sEH inhibitor,cytoskel mod,IL1B cytotox,ERb coact inh,HUVEC tox TNFa
Cc1csc(SCC(=O)Nc2nc3ccccc3s2)n1,-12,6,7,-5,-9,-24,-21,23,16
CCOC(=O)c1sc(NC(=O)CSc2nnnn2-c2ccc(C)c(C)c2)nc1C,-30,-1,7,-8,1,-5,31,33,16
O=C1CN(C(=O)COC(=O)C2=COCCO2)c2ccccc2N1,19,15,4,7,-12,13,-20,10,22
Cc1ccc(-c2noc(CCCOc3ccc(Cl)cc3Cl)n2)cc1,-16,-7,1,12,7,-12,-12,3[fluorescence artefact?],-7
COc1ccc(-c2nn(C)c(=O)c3ccccc23)cc1NC(=O)Cn1nc(-c2ccccc2)c2ccccc2c1=O,3,-8,4,-17,9,-8,-8,2[fluorescence artefact?],9
CC1Cn2c(nnc2-c2cccs2)S1 (stereo unspecified),7,0,1,16,-2,-3,27,-2,16
COCCn1c(=O)[nH]c2cc(C(=O)NCCN3CCN(c4ccc(OC)cc4)CC3)ccc2c1=O,-5,26,5,2,-26,14,25,5,-8
O=C(NC1CCN(C(=O)Nc2cccc(F)c2)CC1)C1CCCCC1,8,-10,-3,-2,11,5,-3,2,-30
COc1cccc(/C=N/n2cnnc2)c1OCc1ccccc1,-9,-10,6,8,9,11,-97,-16,-26
Cc1cccc(N2CCN(C(=O)C(C)C)CC2)c1C,-8,1,9,34[fluorescence artefact?],1,-25,3,-12,-6
Cc1cc(C)n(-c2nc(NCc3cccnc3)c3c4c(sc3n2)COC(C)(C)C4)n1,3,0,7,14,0,-6,12,1,5
CCn1cc(Cl)c(C(=O)N2N=C3/C(=C/c4cccs4)CCCC3C2c2cccs2)n1 (stereo unspecified),16,9,6,8,-3,-4,26,-9,-26
CC1CCCC(NC(=O)CSc2nnnn2C)C1C (stereo unspecified),-7,/,7,-8,/,3,2,-4,-4
COc1cc(C#N)ccc1OCC(=O)c1ccc2c(c1)OCCO2,-15,-11,1,-5,10,13,-11,22,-30
CC(C)NS(=O)(=O)c1ccc(OCC(=O)NCc2ccc3c(c2)OCO3)c(Cl)c1,0,-11,10,5,12,-9,-1,3,-3
CC(C)NC(=O)c1ccccc1NC(=O)CCS(=O)(=O)Cc1ccccc1,2,-4,6,-2,-1,-1,-74,-31[fluorescence artefact?],3
Cc1cc(O)ccc1Nc1nc2ccccc2nc1Nc1ccc(O)cc1C,/,-2,-1,-6[fluorescence artefact?],1,/,-3,48[fluorescence artefact?],/
COc1cc(C(=S)N2CCOCC2)cc(OC)c1OC(=O)c1cc([N+](=O)[O-])c(C)c([N+](=O)[O-])c1,11,-4,/,/,4,-8,-31,/,-7
O=C1CCN(N=Nc2cccc(Cl)c2)N1,-4,-11,2,-1,12,11,-46,-17,-26
CCOc1ccc(Cn2nnc(C(=O)NCc3ccc(OC)cc3)c2N)cc1,6,0,5,11,0,-2,10,7,-23
Cc1ncc(S(=O)(=O)c2ccccc2)c(-c2ccccc2Cl)n1,-9,-26,4,-2,24,12,/,7[fluorescence artefact?],-17
CCOc1ccc(/C(O)=C2/C(=O)C(=O)N(CCOCCO)C2c2ccccc2)cc1 (stereo unspecified),-6,12,6,6[fluorescence artefact?],-12,1,-18,6,-9
O=C(c1ccc2c(c1)N(Cc1ccc(F)cc1)C(=O)CS2)N1CCOCC1,-1,-10,2,-5,9,25,-26,2[fluorescence artefact?],-18
Cc1cc(C(=O)OCC(=O)Nc2ccc(F)cc2F)c(C)o1,7,-21,5,-7,22,30,-6,-3,-41

# Source: PubChem BioAssay
